S1P3 antag = S1P3 receptor antagonists, primary screen, cell-based; CHO S1P3 NFAT-BLA reporter, FRET fluorescence, antagonist mode; AID 485, 2006; Sphingosine 1-phosphate receptor 3 (Homo sapiens), Q99500; 170,000 tested, 0.27% active; inhibition, % at 4.98 µM;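 active = inhibition above the plate cutoff, the mean inhibition of test wells on that plate plus 3 SD, cut at about 28% in these data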;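 note: cells challenged with S1P at its EC80 of 0.8 µM; blue over green emission ratio from cleaved BLA substrate after 4 h stimulation; 0% = S1P-stimulated wells and 100% = unstimulated DMSO-only wells; some compounds past the cut are filed as inactive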
Target sequence (Q99500 whole entry, looked up): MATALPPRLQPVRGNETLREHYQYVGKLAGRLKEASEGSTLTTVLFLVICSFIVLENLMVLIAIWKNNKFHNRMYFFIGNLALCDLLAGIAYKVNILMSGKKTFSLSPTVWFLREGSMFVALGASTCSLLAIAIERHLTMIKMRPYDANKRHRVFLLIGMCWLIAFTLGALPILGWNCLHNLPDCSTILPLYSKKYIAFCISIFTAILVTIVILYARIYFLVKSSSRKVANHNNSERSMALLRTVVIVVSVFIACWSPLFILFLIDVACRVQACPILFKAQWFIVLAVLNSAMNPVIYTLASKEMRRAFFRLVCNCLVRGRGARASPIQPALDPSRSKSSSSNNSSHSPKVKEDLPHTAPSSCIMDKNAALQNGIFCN
STAT3 activator = IL-6 driven STAT3 reporter potentiators, primary screen, U3A cells, luciferase, luminescence, MLSCN library; IL-6 STAT3-luciferase reporter; 100% = signal with IL-6 EC80 alone; activation (% of control), % at 5.6 µM; 190,000 tested, 0.91% active; AID 871, 2007;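 active = activation above the screen-wide mean of compound activation plus 3 SD, cut at about 130% in these data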;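 note: 0% = background luminescence of wells with medium and substrate only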
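Material: STAT1-lacking human U3A cells, STAT3 luciferase reporter | Benchmarks: IL-6-only wells as 100% reference | Probe or stimulus: IL-6 (33 ng/mL) | Timing: Compound 1 h, then IL-6 6 h at 37 °C | Detection: Luminescence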
TR-FRET SRC-2 ct = TR-FRET signal artefacts, primary screen, artefact control for PPARgamma SRC-2 agonist project, biochemical | TR-FRET ratio at 8 µM | 200,000 tested, 0.4% active | TR-FRET artefact counter-screen; active compounds read high; in the data active = TR-FRET ratio above about 2000; note: inactives centre near 1500
STAT3 inh = IL-6 driven STAT3 reporter inhibitors, primary screen, U3A cells, luciferase, luminescence, MLSCN library; inhibition, % at 5.5 µM; 190,000 tested, 0.89% active; IL-6 STAT3-luciferase reporter; host cell line lacks STAT1; AID 862, 2007;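 active = inhibition above the mean inhibition across all screened compounds plus 3 SD, cut at about 44% in these data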;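 note: 0% = DMSO only wells and 100% = 100 µM nifuroxazide control wells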
RAM inhibit = inhibitors of the yeast RAM network, primary screen, dse1pr::URA3 reporter, 5-FOA selection. 190,000 tested, 1.8% active. AID 868, 2007. inhibition, % at 50 µM. S. cerevisiae dse1pr::URA3 reporter, 5-FOA growth OD615, 2 d; analog-sensitive cbk1-as2 kinase mutant strain;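 active = inhibition above a set limit, 3 SD over mean compound inhibition, cut at about 8.4% in these data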;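 note: 0% = DMSO-only wells with no growth and 100% = 10 µM 1-NA-PP1 full growth; inhibition rescues growth on 5-FOA so higher OD means more RAM inhibition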
ROMK primary = ROMK potassium channel modulators, primary screen, cell-based, thallium flux, MLSMR library. Tet-inducible ROMK, thallium flux fluorescence; actives lie on both sides. B-score at 10 µM. ATP-sensitive inward rectifier potassium channel 1 (Homo sapiens), P48048. 130,000 tested, 2% active;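 active = signal ratio slope over the read window, or its plate-corrected B-score, at least 3 SD from the plate mean, either direction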;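 note: B-score of the F/F0 ratio slope over 7 to 12 s after thallium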
Target sequence (P48048 whole entry, looked up): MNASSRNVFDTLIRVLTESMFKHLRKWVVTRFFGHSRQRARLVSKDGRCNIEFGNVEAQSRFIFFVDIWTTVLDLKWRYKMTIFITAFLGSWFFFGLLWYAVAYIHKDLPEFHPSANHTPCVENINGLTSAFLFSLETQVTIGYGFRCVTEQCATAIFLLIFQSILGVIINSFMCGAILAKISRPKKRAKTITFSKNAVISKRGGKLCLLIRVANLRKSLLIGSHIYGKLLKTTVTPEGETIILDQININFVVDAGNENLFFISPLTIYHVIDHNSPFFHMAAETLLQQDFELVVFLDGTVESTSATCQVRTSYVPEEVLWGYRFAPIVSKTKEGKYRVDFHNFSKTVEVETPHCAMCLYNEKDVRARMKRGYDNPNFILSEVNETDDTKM
PPARg SRC3 recr = PPARgamma agonists recruiting SRC-3 coactivator, primary screen, biochemical; 200,000 tested, 0.26% active; activation, % at 8 µM; biochemical PPARgamma/SRC-3 coactivator recruitment assay; in the data active = activation above about 23%;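 note: 0% = DMSO and 100% = reference agonist; some compounds past the cut are filed as inactive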
PPARg SRC-2 ag = agonists of PPARg-SRC-2 recruitment, primary screen, biochemical, HTS. 200,000 tested, 0.34% active. activation, % at 8 µM. Peroxisome proliferator-activated receptor gamma (Homo sapiens), P37231. PPARgamma LBD-SRC-2 recruitment. AID 1032, 2008; in the data active = activation above about 22%;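 note: 0% = vehicle and 100% = reference agonist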
TLR4 MyD88 comp = inhibitors of TLR4-MyD88 association in cells, primary screen, cell-based, HeLa CL3-4, BLA complementation, FRET ratio | 200,000 tested, 0.18% active | HeLa CL3-4 TLR4/MyD88 BLA complementation | Toll-like receptor 4 (Homo sapiens) + Myeloid differentiation primary response protein … | inhibition, % at 8.4 µM; in the data active = inhibition above about 25%;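 note: 0% = vehicle and 100% = reference inhibitor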
PPARg SRC-1 ag = PPARgamma agonists recruiting SRC-1 coactivator, primary screen, biochemical | Peroxisome proliferator-activated receptor gamma (Homo sapiens), P37231 | PPARgamma-SRC-1 coactivator recruitment biochemical assay | activation, % at 8 µM | 200,000 tested, 0.41% active; in the data active = activation above about 19%;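 note: 0% = DMSO and 100% = reference agonist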
STAT1 blocker = STAT1 signaling inhibitors, primary screen, cell-based, HTS, luciferase reporter. AID 920, 2007. 200,000 tested, 0.35% active. NIH 3T3 STAT1-luciferase reporter, IFN-gamma, luminescence. inhibition, % at 5.5 µM;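 active = inhibition above a set limit, the mean inhibition across all tested compounds plus 3 SD, cut at about 34% in these data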;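 note: 0% = IFN-gamma with DMSO and 100% = IFN-gamma with 300 µM nifuroxazide; values of inactives mirror those of a sister screen read the other way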
Starred values were filed as active, the others as inactive; . = no result given. Compounds were not picked by outcome. Share with any hit: about 5.6%.

structure	S1P3 antag	STAT3 activator	TR-FRET SRC-2 ct	STAT3 inh	RAM inhibit	ROMK primary	PPARg SRC3 recr	PPARg SRC-2 ag	TLR4 MyD88 comp	PPARg SRC-1 ag	STAT1 blocker
COc1ccc(CCNC(=O)c2ccc(CNS(=O)(=O)c3ccccc3)cc2)cc1OC	10	104	1298	-7	3.2	0.24	-6	-7	-8	-2	1
Cn1c(=O)c2c(nc(CN3CCN(Cc4ccccc4)CC3)n2Cc2cccc(Cl)c2)n(C)c1=O	-31	111	1636	-13	.	.	4	-1	9	2	2
CC(C(=O)NCC1(c2ccccc2)CCCC1)N1CCCC1 (configuration not stated)	.	99	1522	4	3.5	.	-3	-2	7	5	-1
O=C1OC(N2CCN(C/C=C/c3ccccc3)CC2)c2ccccc21 (configuration not stated)	.	96	1470	6	1.4	.	0	6	2	-1	1
CC(Sc1nc2cc(Cl)ccc2s1)C(=O)Nc1ccc2c(c1)OCO2 (configuration not stated)	-15	115	1453	-23	2.9	.	2	4	4	-2	-11
CCOc1ccnc(OCC)c1Br	-19	105	1574	-8	1.2	0.45	2	4	-20	2	11
COc1cc(CCC(=O)Nc2cc(Cl)ccc2N2CCN(C)CC2)cc(OC)c1OC	4	109	1413	-4	0.0	.	3	3	3	6	10
O=C(c1ccccc1Nc1ccc(SC(F)F)cc1)N1CCCCCC1	.	115	1457	-6	8.0	.	5	-6	-14	3	3
CC(C)C(=O)NC(Nc1cccc2cccnc12)C(Cl)(Cl)Cl (configuration not stated)	.	95	1553	13	-2.2	-1.4	6	-1	8	-5	14
O=C(Nc1nnc(-c2ccc(F)cc2)o1)c1cc(Cl)sc1Cl	-3	105	1344	-4	-0.5	3.2*	-6	-11	4	-1	-7
COc1ccc(C2C3=C(CC(C)(C)CC3=O)Oc3ncn(CCCn4ccnc4)c(=N)c32)cc1 (configuration not stated)	-30	107	1591	-2	0.9	-1.5	7	4	-3	-1	-5
CCn1c(=O)cc(N2CCC3(CC2)OCCO3)[nH]c1=O	-11	100	1494	9	1.0	.	2	0	4	5	-2
O=C(NCc1ccccc1)c1csc2c1CCCC2	0	89	1624	22	-0.6	-0.035	5	-1	-10	2	3
O=C(Nc1cccnc1)Nc1cc(Cl)cc(Cl)c1	8	102	1416	2	-0.1	0.45	-1	0	-1	0	1
COc1ccc(NC(=O)C2CCCN(S(=O)(=O)c3c(C)[nH]c(=O)[nH]c3=O)C2)cc1 (configuration not stated)	.	91	1579	15	2.5	.	7	-1	-8	3	12
O=C(N=Nc1ccc(NOC(=O)c2ccccc2Br)cc1)c1ccccc1O	-10	97	1345	12	11*	-0.41	-1	-7	-11	3	3
Cc1cccc(NC(=O)C(C)Oc2ccccc2C)n1 (configuration not stated)	-3	98	1613	6	-0.9	0.15	7	0	21	1	9
O=C(O)C1[C@H]2C(=O)N(C3CCCC3)C[C@]23C=C[C@H]1O3 (some centres not stated)	-2	105	1712	-1	-0.5	0.12	-4	-5	15	-1	-5
COc1ccc(C2C3=C(CCCC3=O)Nc3nc(SCc4ccccc4)nn32)cc1OC (configuration not stated)	-23	96	1481	4	8.0	.	-1	1	-8	3	-1
Cc1ccc(-c2nnn(CC(=O)Nc3ccc4nn(-c5ccccc5)nc4c3)n2)o1	-15	94	1440	10	2.6	.	4	-6	-9	1	-5
COc1ccc(Nc2nc(NC(C)(C)C)nc(N3CCCC3)n2)c(OC)c1	.	93	1813	10	-0.5	.	9	17	-8	3	11
N=C1C(c2nc3ccccc3[nH]2)=C(O)CN1c1ccccc1	-28	100	1631	-1	-0.1	0.37	10	5	-3	3	-26
O=C1CC(c2ccccc2)=Nc2ccc(Br)cc2N1	11	92	1556	16	1.3	0.19	4	-1	5	5	-11
O=c1c2cc3c(=O)n(CC4CCCO4)c(=O)c3cc2c(=O)n1CC1CCCO1 (configuration not stated)	-7	97	1586	6	0.7	1.3	4	13	1	6	3
CC(C)N=C(NS(=O)(=O)c1ccccc1)C(Cl)(Cl)Cl	-2	103	1461	-1	1.1	.	2	-5	-3	4	20
Cc1ccc(S(=O)(=O)N2CCN(c3c([N+](=O)[O-])cc(C(F)(F)F)cc3[N+](=O)[O-])CC2)cc1	6	99	1492	-1	3.2	-0.18	0	5	-3	0	4
Cc1ccccc1/C=N\NC(=O)c1ccc(Cn2cccn2)o1	13	112	1434	-9	-0.4	0.22	4	-1	7	0	-13
Cc1noc(C)c1COC(=O)c1ccc(N(C)C)cc1	-11	96	1489	14	2.6	-0.19	2	-4	0	2	-6
O=C(CSCc1ccc(F)cc1)N1CCOCC1	.	107	1657	0	1.6	.	-5	6	7	2	-16
CC(=O)Nc1ccc(Oc2nc(C)cc(C)n2)cc1	-4	102	1456	2	1.5	-0.19	12	3	14	-4	3
CC(=O)Nc1ccc(C2=NN(c3ccccc3)C(c3cccs3)C2)cc1 (configuration not stated)	6	106	1806	-3	7.3	-0.37	4	9	-11	6	-5
O=C(N/N=C/c1ccc(Br)cc1)c1cc[n+](Cc2ccccc2)cc1	5	91	1352	13	-0.7	.	-7	-1	3	-5	-4
O=S(=O)(c1ccccc1)c1cnc(-c2ccccc2)nc1N1CCCCC1	-13	111	1400	-8	2.7	0.16	2	3	-1	5	-53
O=C(CSc1nc2ccccc2c(=O)[nH]1)Nc1ccc(S(=O)(=O)N2CCCC2)cc1	-10	102	1693	0	1.8	-0.31	-8	-11	-12	8	7
O=S(=O)(N/N=C\c1cccnc1)c1ccccc1	-1	100	1433	2	0.5	.	-1	3	-6	5	2
C/C(=C(\C#N)C(=O)NCc1ccccc1)N(C)C	.	96	1587	9	0.2	-0.098	8	14	11	-6	4
CC(=O)c1cccc(N(C(=O)Cn2nnc3ccccc32)C(C(=O)NC2CCCCC2)c2cn(C)nc2C)c1 (configuration not stated)	.	101	1482	6	3.0	1.4	-7	7	3	5	10
Cc1nnc2ccc(N3CCC4(CC3)OCCO4)nn12	-35	101	1567	3	1.0	0.27	-3	18	2	0	3
N#CC1(c2ccccc2)CCCN1C(=O)c1ccco1 (configuration not stated)	8	99	1535	4	1.8	0.18	-5	-3	8	-8	5
O=[N+]([O-])c1cc(C(F)(F)F)ccc1SCC(O)CO (configuration not stated)	-6	106	1257	-2	0.7	0.74	-4	-2	-1	2	-16
CCCCN1C(=O)CC(C(=O)O)C1c1ccc(OC)cc1 (configuration not stated)	.	102	1663	4	0.1	0.075	5	6	6	-1	2
Cc1cccc(NC(=O)CSc2nc(-c3ccccc3)c(C#N)c(=O)[nH]2)c1C	.	107	1722	-4	6.3	0.85	8	19	3	11	-4
CCN1CCC2(CC1)N=C(c1ccc(F)cc1)C(=S)N2C(=O)c1ccc(C)cc1	-11	101	1435	-6	-1.4	.	-9	2	-2	3	-12
O=C(Cc1c(O)c2ccccc2[nH]c1=O)NCc1ccccc1F	2	104	1749	1	3.0	.	2	21	-1	14	-10
CC12CN(Cc3ccccc3)CC(C)(CN(Cc3ccccc3)C1)C2=O	-11	100	1625	11	1.6	-1.7	2	9	-5	-1	1
CCCCCC(=O)N/N=C(\C)c1ccccn1	.	100	1638	10	0.7	.	3	-4	-2	6	-9
Cc1cc(NC(=O)c2c(Cl)c(C)nn2C)no1	.	92	1586	13	0.1	-0.31	2	7	1	6	-1
COC(=O)c1ccc(NC(=S)NN2CCOCC2)cc1	2	109	1555	-8	0.1	-0.2	0	4	-12	6	-23
O=c1oc2ccccc2cc1-c1nnc(NCc2ccco2)s1	.	91	1581	12	2.1	.	4	5	21	7	-66
CCOC(=O)C1=C(OCc2ccc(Cl)cc2)C2C=C(C)C=CC2N=C1 (configuration not stated)	.	101	1407	5	1.6	-1.4	-12	-2	-2	-5	5
COC(=O)c1nc2cc3c(cc2c(C)c1C(=O)OC)OCO3	.	99	1473	2	1.9	0.21	2	8	-2	8	-8
COc1ccc(CNC(=O)Nc2cc(C)ccc2C)cc1	7	103	1582	8	2.2	-0.039	3	2	0	-8	-1
Cn1c(N)c(C(=O)COC(=O)c2ccc3c(c2)OCCO3)c(=O)n(C)c1=O	7	99	1575	8	2.7	.	6	3	-1	2	-4
COc1ccc(S(=O)(=O)Nc2ccc(S(=O)(=O)N3CCOCC3)cc2)cc1C	22	98	1561	4	1.3	0.64	1	12	-14	3	5
COC(=O)CC1SC(=O)NC1=Nc1ccc(O)cc1 (configuration not stated)	.	106	1299	-3	2.6	.	6	-7	4	6	-6
COc1ccc(C(=O)N=c2nc3ccccn3s2)cc1	19	55	1621	57*	4.3	-0.053	0	0	5	-4	-91
COc1ccc(CCNC(=O)CC2SC(=Nc3cc(C)cc(C)c3)NC2=O)cc1OC (configuration not stated)	-6	101	1386	2	1.5	-0.14	3	3	0	-12	9
Cc1ccc(C(=O)N2CCCCC2C(=O)O)o1 (configuration not stated)	-22	105	1576	0	2.2	1.6	0	1	-14	5	-18
COc1ccc(-c2noc(CSc3nc4ccccc4c(=O)n3-c3ccccc3)n2)cc1	27	102	1524	1	4.6	.	8	-7	-17	0	-4
O=C1CC2(CON=C2c2ccc(F)cc2)C(=O)N1c1ccc(F)cc1 (configuration not stated)	7	99	1671	3	1.8	.	2	7	-1	4	5
COc1ccc(-n2nc3cc(C)c(N)c(Br)c3n2)cc1	-26	165*	1378	-69	3.6	.	15	1	1	7	-73
Cc1ccc(OCCC(=O)OCC(=O)Nc2cc(S(=O)(=O)N(C)C)ccc2C)cc1	-8	104	1473	-3	1.5	0.37	4	4	-1	1	-4
COc1ccccc1N=c1oc2cc(O)ccc2cc1C(N)=O	-6	75	1692	33	0.3	-0.8	3	-1	-44	0	-7

Screening data deposited in PubChem by several laboratories.
